High-throughput results from PubChem.
TR-FRET SRC-2 ct: TR-FRET signal artefacts, primary screen, artefact control for PPARgamma SRC-2 agonist project, biochemical; TR-FRET artefact counter-screen; hits give high values; TR-FRET ratio at 8 µM; hit rate 0.4% among 200,000; AID 1049, 2008; in the data active means TR-FRET ratio above about 2000; further: inactives centre near 1500
TLR4 MyD88 comp: inhibitors of TLR4-MyD88 association in cells, primary screen, cell-based, HeLa CL3-4, BLA complementation, FRET ratio; Toll-like receptor 4 (Homo sapiens) + Myeloid differentiation primary response protein …; HeLa CL3-4 TLR4/MyD88 BLA complementation; inhibition, % at 8.4 µM; hit rate 0.18% among 200,000; in the data active means inhibition above about 25%;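 further: 0% = vehicle and 100% = reference inhibitor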
bIAP inhibitor: bovine intestinal alkaline phosphatase inhibitors, primary screen, selectivity assay for TNAP inhibitor project, biochemical, bovine IAP, CDP-star luminescence; purified bovine IAP, 30 min; 190,000 tested, under 10 active; inhibition, % at 20 µM; alkaline phosphatase, intestinal [Bos taurus];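 active means over 50% inhibition of intestinal alkaline phosphatase at 20 µM in the single-dose screen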
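Assay system: bovine IAP enzyme; medium: DEA buffer 100 mM, pH 9.8, with MgCl2 1.0 mM, ZnCl2 0.02 mM; doses: 20 µM single dose; incubation: enzyme reaction for 30 min at room temperature; detection: CDP-star luminescence signal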
bIAP activator: bovine intestinal alkaline phosphatase activators, primary screen, biochemical, bovine IAP, CDP-star luminescence. purified bovine IAP, 30 min; hits give high values; fold of DMSO-control signal, blank-subtracted. activation factor at 20 µM. hit rate 0.17% among 200,000. AID 1016, 2008;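 active means activation factor of 2 or more at 20 µM, a signal rise over negative controls twice the positive control's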
ROMK mod: ROMK potassium channel modulators, primary screen, cell-based, thallium flux, MLSMR library | AID 1918, 2009 | Tet-inducible ROMK, thallium flux fluorescence; actives lie on both sides | hit rate 2% among 130,000 | B-score at 10 µM;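 active means signal ratio slope over the read window, or its plate-corrected B-score, at least 3 SD from the plate mean, either direction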;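 further: B-score of the F/F0 ratio slope over 7 to 12 s after thallium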
Target sequence (P48048 whole entry, looked up): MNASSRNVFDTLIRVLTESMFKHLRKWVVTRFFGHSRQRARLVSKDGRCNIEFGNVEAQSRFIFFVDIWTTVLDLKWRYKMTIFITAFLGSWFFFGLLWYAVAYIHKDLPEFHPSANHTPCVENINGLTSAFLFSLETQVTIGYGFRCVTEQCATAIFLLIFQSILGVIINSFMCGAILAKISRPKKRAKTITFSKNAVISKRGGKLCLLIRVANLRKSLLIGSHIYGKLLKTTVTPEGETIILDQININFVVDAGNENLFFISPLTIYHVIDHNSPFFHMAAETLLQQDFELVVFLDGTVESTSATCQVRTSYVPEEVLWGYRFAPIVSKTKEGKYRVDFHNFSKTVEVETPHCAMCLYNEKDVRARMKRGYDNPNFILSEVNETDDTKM
PPARg SRC-1 ag: PPARgamma agonists recruiting SRC-1 coactivator, primary screen, biochemical; Peroxisome proliferator-activated receptor gamma (Homo sapiens), P37231; PPARgamma-SRC-1 coactivator recruitment biochemical assay; activation, % at 8 µM; hit rate 0.41% among 200,000; AID 631, 2007; in the data active means activation above about 19%;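 further: 0% = DMSO and 100% = reference agonist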
Redox H2O2 prof: compounds producing H2O2 with reducing agent – biochemical, NIH compound library profiling, artefact control for MLSCN library redox annotation, primary screen. hit rate 0.03% among 200,000. AID 878, 2007. activation, % at 10 µM. DTT-dependent redox cycling H2O2, phenol red/HRP absorbance; 100% = 100 µM peroxide control, 0% = buffer;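 active means activation of at least 50% relative to the plate's high and low controls in the primary single-dose screen; inactive means activation below 50%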;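 further: compound incubated with DTT at 0.8 mM final as the reducing agent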
L major viab: Leishmania major promastigote growth inhibition, primary screen. Leishmania major promastigotes, resazurin fluorescence viability. inhibition, % at 10 µM. hit rate 9% among 200,000; in the data active means inhibition above about 50%;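 further: promastigotes grown with compound for 44 hours at 28 °C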
PPARg SRC2 recr: agonists of PPARg-SRC-2 recruitment, primary screen, biochemical, HTS; Peroxisome proliferator-activated receptor gamma (Homo sapiens), P37231; PPARgamma LBD-SRC-2 recruitment; hit rate 0.34% among 200,000; activation, % at 8 µM; AID 1032, 2008; in the data active means activation above about 22%;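 further: 0% = vehicle and 100% = reference agonist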
S1P3 antag: S1P3 receptor antagonists, primary screen, cell-based | Sphingosine 1-phosphate receptor 3 (Homo sapiens), Q99500 | CHO S1P3 NFAT-BLA reporter, FRET fluorescence, antagonist mode | inhibition, % at 4.98 µM | hit rate 0.27% among 170,000 | AID 485, 2006;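 active means inhibition above the plate cutoff, the mean inhibition of test wells on that plate plus 3 SD, cut at about 28% in these data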;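 further: cells challenged with S1P at its EC80 of 0.8 µM; blue over green emission ratio from cleaved BLA substrate after 4 h stimulation; 0% = S1P-stimulated wells and 100% = unstimulated DMSO-only wells; some compounds past the cut are filed as inactive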
Target sequence (Q99500 whole entry, looked up): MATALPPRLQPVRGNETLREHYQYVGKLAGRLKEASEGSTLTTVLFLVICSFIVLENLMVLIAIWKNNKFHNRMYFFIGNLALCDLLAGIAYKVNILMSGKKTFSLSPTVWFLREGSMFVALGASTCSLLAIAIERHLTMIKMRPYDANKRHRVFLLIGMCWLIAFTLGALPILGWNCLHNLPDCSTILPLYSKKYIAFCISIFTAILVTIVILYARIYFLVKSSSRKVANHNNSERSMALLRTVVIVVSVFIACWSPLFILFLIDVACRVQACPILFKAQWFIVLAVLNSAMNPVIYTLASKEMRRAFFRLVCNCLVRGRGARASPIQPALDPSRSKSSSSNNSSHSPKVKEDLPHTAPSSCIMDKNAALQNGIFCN
PPARg SRC-3 ag: PPARgamma agonists recruiting SRC-3 coactivator, primary screen, biochemical; activation, % at 8 µM; Peroxisome proliferator-activated receptor gamma (Homo sapiens), P37231; biochemical PPARgamma/SRC-3 coactivator recruitment assay; AID 731, 2007; hit rate 0.26% among 200,000; in the data active means activation above about 23%;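 further: 0% = DMSO and 100% = reference agonist; some compounds past the cut are filed as inactive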
Starred values were filed as active, the others as inactive; x = no result given.

canonical_smiles	TR-FRET SRC-2 ct	TLR4 MyD88 comp	bIAP inhibitor	bIAP activator	ROMK mod	PPARg SRC-1 ag	Redox H2O2 prof	L major viab	PPARg SRC2 recr	S1P3 antag	PPARg SRC-3 ag
O=C(CSc1nnnn1-c1ccccc1)Nc1ncc2c(n1)CC(c1ccco1)CC2=O (stereo not drawn)	1334	8	-45	1.4	1.6	0	-0.4	6	-3	-28	6
CN1C(=O)C(O)(CC(=O)/C=C/c2ccco2)c2ccccc21 (stereo not drawn)	1606	-3	-1	1	0.22	1	-1.4	4	9	-3	7
C=CCN1C(=O)C(Cc2ccc(OC)cc2)S/C1=N\N=C\c1cccs1 (stereo not drawn)	1770	-10	1	1	-0.51	2	0.2	7	2	x	3
Cc1ccccc1S(=O)(=O)Cc1ccc(C(=O)O)o1	1545	-1	-5	1.1	-0.12	4	0.2	-8	5	x	-3
CCOc1ccc2c(c1)C(N(CCN1CCOCC1)C(=O)Nc1ccccc1)CC(C)(C)O2 (stereo not drawn)	1734	2	-8	1.1	0.83	3	0.7	27	5	6	3
CSc1ccc(/C=N/Nc2cccc(C(=O)O)c2)cc1	1611	-12	-3	1	-0.64	7	-0.7	25	-1	-6	4
CSc1nc2nccc(/C=C\c3ccccc3)n2n1	1494	15	3	1	x	6	-5.1	86*	-1	x	6
CN(C)/C=C/c1onc(-c2c(F)cccc2Cl)c1C#N	1548	4	-6	1.1	x	-2	0.1	-2	-4	0	3
Cc1ccc(SCc2cc(=O)[nH]c(N3CCCCC3)n2)cc1	1513	13	6	0.9	x	3	0.2	12	12	-8	3
CCN(CC)S(=O)(=O)c1ccc(N2CCOCC2)c(NC(=O)C2COc3ccccc3O2)c1 (stereo not drawn)	1666	-14	6	0.9	2.9	4	-0.5	26	-6	-6	-1
N#CC(CO)(Cc1ccc(OC(F)F)cc1)c1nc2ccccc2[nH]1 (stereo not drawn)	1480	-11	1	1	-0.53	-5	-0.1	-3	-1	-10	-3
CC(NCc1ccc(S(N)(=O)=O)cc1)C(=O)Nc1ccc([N+](=O)[O-])cc1Cl (stereo not drawn)	1347	-1	-3	1	-2.6	-3	0.0	7	5	-5	0
COc1ccccc1NC(=O)CCN1C(=O)c2ccccc2S1(=O)=O	1681	5	-4	1	-0.26	9	0.5	-6	3	1	4
O=C(NC(Cc1c[nH]c2ccccc12)C(=O)O)c1ccccc1 (stereo not drawn)	1517	-2	5	0.9	-0.36	8	-5.9	-2	8	-13	3
CCc1cccc(NC(=O)Cc2ccc([N+](=O)[O-])cc2)c1	1789	-11	2	1	-1.1	3	-0.6	-5	19	7	2
CCn1c(SCC(=O)N/N=C/C=C/c2ccco2)nnc1-c1ccc(OC)cc1	1634	0	6	0.9	x	7	0.2	3	8	-6	7
CNC(=O)/C(=C/c1ccc2c(c1)OCO2)NC(=O)c1ccc(Br)cc1	1439	5	0	1	x	-3	0.3	9	4	10	-6
Cc1ccc(N2C(=O)S/C(=C/c3cn(C)c4ccccc34)C2=O)cc1	1399	9	9	0.9	x	12	-1.2	39	-1	x	4
CC(=O)c1ccc(NC(=O)Nc2ncn(Cc3cccc(C)c3)n2)cc1	1581	14	0	1	x	-4	0.5	-3	-7	9	-1
C=CCc1cc(C=O)cc(OC)c1OCc1ccc(C(=O)O)cc1	1371	-1	-11	1.1	0.43	7	0.1	-6	5	2	3
N=c1c[n+](-c2ccc(Cl)cc2)[n-]o1	1628	-13	10	0.9	x	9	0.9	-5	3	-6	-2
CCCn1cnc2c(c1=O)c1nc3ccccc3nc1n2CCC1=CCCCC1	1554	8	7	0.9	x	5	-1.1	3	-2	-20	6
O=C(NC1CCCCC1)C1CC=CCC1C(=O)OCC(Cl)=C(Cl)Cl (stereo not drawn)	1536	-13	11	0.9	x	-2	3.6	11	5	x	11
CCOc1ccc(C(C)(C)C)cc1S(=O)(=O)N1CCOCC1	1654	27*	-10	1.1	x	-1	0.0	2	3	9	-14
COc1ccccc1NC1=C(Cl)C(=O)N(c2ccccc2)C1=O	1539	-2	6	0.9	-0.72	2	1.1	-4	0	4	5
COc1cc(C(C)=O)ccc1OC(=O)c1cc2cccc(OC)c2oc1=O	1476	16	3	1	-1.6	-4	-0.4	-2	-6	-1	-1
COc1cc(C(=O)Nc2cccc3cccnc23)cc(OC)c1OC	1484	-6	1	1	x	2	1.5	10	-9	x	2
COc1cccc(-c2nc(=S)c3c(o2)CCCC3)c1	1593	-17	1	1	0.27	6	-0.6	-3	1	-12	6
FC(F)(F)c1cc(-c2ccccc2)nc(N2CCCCC2)n1	1494	-12	16	0.8	x	11	1.1	-5	1	-39	6
CCC(C)/C(C)=N/NC(=O)C1COc2ccccc2O1 (stereo not drawn)	1525	-7	25	0.8	x	3	-0.1	-7	3	-11	5
CCCC(=O)Nc1nn(C)c2nc3c(C)cccc3cc12	1594	17	-4	1	-0.046	8	-0.5	2	-2	10	13
COc1ccc(/C=N/Nc2cc(N(C)C)nc(N(C)C)n2)cc1	1568	-7	41	0.6	-1.1	-6	0.2	98*	-6	-4	0

One compound at a time, as listed above.
`COc1cc(C(=O)Nc2cccc3cccnc23)cc(OC)c1OC` reads TR-FRET SRC-2 ct: 1484; TLR4 MyD88 comp: -6; bIAP inhibitor: 1; bIAP activator: 1; ROMK mod: x; PPARg SRC-1 ag: 2; Redox H2O2 prof: 1.5; L major viab: 10; PPARg SRC2 recr: -9; S1P3 antag: x; PPARg SRC-3 ag: 2
`COc1ccccc1NC1=C(Cl)C(=O)N(c2ccccc2)C1=O` reads TR-FRET SRC-2 ct: 1539; TLR4 MyD88 comp: -2; bIAP inhibitor: 6; bIAP activator: 0.9; ROMK mod: -0.72; PPARg SRC-1 ag: 2; Redox H2O2 prof: 1.1; L major viab: -4; PPARg SRC2 recr: 0; S1P3 antag: 4; PPARg SRC-3 ag: 5

Carrying on.
canonical_smiles	TR-FRET SRC-2 ct	TLR4 MyD88 comp	bIAP inhibitor	bIAP activator	ROMK mod	PPARg SRC-1 ag	Redox H2O2 prof	L major viab	PPARg SRC2 recr	S1P3 antag	PPARg SRC-3 ag
O=C(NCCSc1ccccc1)c1cncc(Br)c1	1417	4	16	0.8	0.42	7	0.5	-2	0	x	-7
Cc1nc(Cl)c(C#N)cc1-c1ccccc1	1641	6	-1	1	x	-3	-2.1	-4	-3	x	0
Cc1cccc(NC(=S)N2CCC(c3nc4ccccc4s3)CC2)c1	1431	4	-3	1	x	4	1.4	0	11	x	-7
Cc1noc(C)c1S(=O)(=O)N1CCCC(C(=O)NC2CCCCC2)C1 (stereo not drawn)	1498	0	5	0.9	-0.47	0	0.1	-1	-3	x	-1
COCCNC(=O)Cn1cnc2ccc(S(=O)(=O)N3CCC(C)CC3)cc2c1=O	1629	4	-20	1.2	1.2	7	-0.4	-11	10	-27	10
Cc1c(C(=O)NC(=S)Nc2ccc3c4c(cccc24)CC3)cccc1[N+](=O)[O-]	1489	-5	17	0.8	x	6	-1.7	-6	5	x	-2
C=CCC(NCc1ccccc1)c1ccc(C)o1 (stereo not drawn)	1517	-7	x	x	x	9	0.8	6	-3	x	5
O=C1CCC(=O)N1c1ccc(CSc2nnnn2C2CCCCC2)cc1	1558	5	-4	1	1.4	4	-4.9	-4	3	-2	15
Fc1ccc(CSc2nnc(-c3cc4c(s3)-c3ccccc3CC4)o2)cc1	1701	-4	28	0.7	x	3	-0.8	-2	7	x	2
CCOC(=O)N1CCN(S(=O)(=O)c2ccc(C(=O)Nc3nnc(CSC)o3)cc2)CC1	1497	-6	9	0.9	0.19	3	-0.7	-12	2	1	-1
CC(=O)c1c(C(C)=O)c(C)n(NC(=O)c2cccnc2)c1C	1585	6	-3	1	x	5	0.8	-2	0	-14	10
Cc1ccc(/C=N/NC(=O)c2c(-c3ccccc3)noc2C)o1	1785	-5	-2	1	0.13	9	-0.4	-1	6	-9	3
Cc1nnc(SCc2nc3sc4c(c3c(=O)[nH]2)CCCC4)[nH]c1=O	1685	-1	-18	1.2	0.41	5	0.0	-4	3	-5	4
Cn1c(/C(C#N)=C/c2ccncc2)nc2ccccc21	1265	-2	6	0.9	-3.6*	-9	-0.5	28	-2	5	3
Cc1nc(-c2ccccc2)sc1-c1nc(-c2cccnc2)ncc1S(=O)(=O)c1ccccc1	1482	4	-3	1	-0.39	-6	-0.5	42	0	x	6
Cc1ccc(S(=O)(=O)N(C)c2ccc(OCC(=O)O)cc2)cc1	1461	-5	12	0.9	0.61	0	0.2	-3	4	x	-1
Cc1ccc2cc3cc(C(=O)N4CC(C)CC(C)C4)oc3nc2c1 (stereo not drawn)	1419	3	-26	1.3	x	4	2.8	2	6	12	-5
CN(C)S(=O)(=O)c1cccc(NC(=S)Nc2cc(Cl)cc(Cl)c2)c1	1420	-2	21	0.8	0.63	2	2.0	8	4	x	7
CC(=O)Nc1ccc(NC(=O)C(C)OC(=O)C2(c3ccc(Cl)cc3)CCCC2)cc1 (stereo not drawn)	1499	-10	10	0.9	-0.0076	0	0.3	1	-1	-5	1
COc1ccc(/C=N/NS(=O)(=O)c2ccccc2)cc1OC(=O)c1ccc(C)cc1	1301	-5	3	1	x	1	1.6	-4	-1	x	-9
COc1ccc2[nH]cc(C(=O)CN3CCCCC3)c2c1	1565	-10	-1	1	x	-2	2.5	-1	-4	-12	-5
O=[N+]([O-])c1cccc(/C=N/Nc2nc(NCc3ccccc3)nc(N3CCOCC3)n2)c1O	1458	5	-1	1	-0.53	5	-0.2	99*	0	24	-3
CCOC(=O)CCN(Cc1cccs1)S(=O)(=O)c1ccc(Cl)cc1	1526	14	8	0.9	-2.3	8	0.6	97*	5	x	3
Cc1cc(=O)cc(C)n1-c1ccc(Cl)cc1	1550	2	-3	1	-1.1	2	-1.3	-3	0	-8	6
O=C(NCc1ccco1)C1OCCc2ccccc21 (stereo not drawn)	1486	4	-5	1.1	x	0	0.6	-1	0	-2	0
Cc1ccc(C)n1-n1c(C)nc2scc(-c3cccs3)c2c1=O	1409	11	1	1	x	1	-2.3	15	-6	-11	-8
CCc1ccc(CN(C)C(=O)CCc2nnc(COc3ccccc3)o2)cc1	1738	-1	-6	1.1	-0.67	9	0.6	-7	9	9	8
CCCN(CCC)CC(O)CN1C(=O)N(CN2C(=O)N(CC(O)CN(CCC)CCC)C(=O)C2(C)C)C(C)(C)C1=O (stereo not drawn)	1590	-6	-8	1.1	0.26	-8	-0.4	-3	-7	-4	-1
Cc1ccc(NC(=O)c2ccc(Nc3ccccc3F)nc2)cc1	1622	1	7	0.9	2.7*	1	0.1	3	8	4	4
O=C(/C=C/c1ccco1)OCn1nnc2ccccc2c1=O	1594	-2	-8	1.1	-1.6	14	-0.4	1	6	-11	5
